Screening results as filed in PubChem BioAssay.
TAAR1 antag = antagonists of human TAAR1; 360,000 tested, 1.5% active; CHO RD-HGA16 TAAR1, Fluo-8 calcium fluorescence, antagonist; inhibition, % at 3 µM; AID 624466; Q96RJ0;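 active = inhibition above a per-plate cutoff, the mean inhibition of test compounds on that plate plus 3 SD, cut at about 49% in these data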;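 also: 0% = DMSO plus EC80 beta-PEA response and 100% = DMSO alone without agonist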
Target sequence (Q96RJ0 whole entry, looked up): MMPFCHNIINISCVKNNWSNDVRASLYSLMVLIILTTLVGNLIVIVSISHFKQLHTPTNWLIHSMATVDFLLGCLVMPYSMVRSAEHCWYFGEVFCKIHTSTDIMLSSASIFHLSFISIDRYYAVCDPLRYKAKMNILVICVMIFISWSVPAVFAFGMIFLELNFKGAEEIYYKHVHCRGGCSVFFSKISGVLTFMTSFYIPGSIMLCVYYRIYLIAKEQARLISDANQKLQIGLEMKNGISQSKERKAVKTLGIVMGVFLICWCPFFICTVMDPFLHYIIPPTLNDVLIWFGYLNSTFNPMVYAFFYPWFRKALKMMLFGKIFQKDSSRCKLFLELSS
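System: RD-HGA16 CHO cells with stable hTAAR1 and Gα16 | Probe or stimulus: EC80 β-phenethylamine stimulus | Dosing: 3 µM, single point | Times: Dye loading 75 min at 37 °C, then 30 min room temperature | Measured by: Fluo-8 calcium-sensitive fluorescence | Read-out basis: % inhibition of agonist calcium response | Replicates: n of 1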
CHO-K1 Ca ag = M1 agonist counterscreen hit in parental CHO-K1 cells. 360,000 tested, 0.48% active. activation, % at 3 µM. Fluo-8 calcium fluorescence; scaled to maximal ATP response, vehicle zero. AID 602248; in the data active = activation above about 15%;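 also: untransfected CHO-K1 host cells lacking M1 receptor as counterscreen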
OXTR ag = activates the human oxytocin receptor | activation, % at 3 µM | AID 2435 | 320,000 tested, 0.32% active | CHO-OTR cells, Fluo-8 calcium fluorescence; normalized: DMSO 0%, oxytocin 100% | P30559;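 active = activation above the mean of all tested compounds plus 3 SD, cutoff set per screening run, cut at about 20% in these data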;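 also: peak over basal fluorescence ratio from a 100 s FLIPR kinetic read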
M1 PAM parental = M1 PAM counterscreen hit in parental CHO-K1 cells; ATP EC20, Fluo-8 calcium fluorescence; 0% at ATP EC20, 100% at ATP max; activation, % at 3 µM; 360,000 tested, 0.02% active;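 active = activation above the run cutoff, the mean activation of all test compounds plus 3 SD, cut at about 40% in these data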;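 also: peak over basal fluorescence ratio in a 140 s read after ATP addition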
CHO parental Ca = counter-screen for OX1R antagonists: effect in parental CHO cells; AID 463079; parental CHO-K1, ATP-induced calcium, Fluo-8 fluorescence; 330,000 tested, 0.63% active; inhibition, % at 5.6 µM;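 active = inhibition above that plate's mean sample inhibition plus 3 SD, cut at about 26% in these data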;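 also: 0% = ATP-challenged DMSO wells and 100% = DMSO wells without ATP; some compounds past the cut are filed as inactive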
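Assay system: parental CHO cells; Read-out basis: percent inhibition of ATP-evoked calcium rise, normalized to controls; Benchmarks: ATP and no-ATP DMSO wells; Compound dosing: single nominal dose of 5.6 µM per compound; Signal: Fluo-8 calcium dye fluorescence; Also added: ATP as calcium-mobilizing challenge; Repeats: singlicate.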
GPR7 antagonist = antagonists of human GPR7 (neuropeptides B/W receptor 1). GPR7-expressing cells, fluorescence antagonist assay. AID 1861. P48145. inhibition, % at 4.4 µM. 290,000 tested, 1.1% active; in the data active = inhibition above about 16%, passing the limit was not always enough;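 also: cells stimulated with the agonist NPW; 0% = agonist with vehicle and 100% = vehicle without agonist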
V1aR counter = V1a receptor agonism, counter-screen for OXTR agonists; P37288; CHO-V1R cells, Fluo-8 calcium fluorescence, agonist mode; 0% DMSO, 100% 3 nM vasopressin; activation, % at 3 µM; 320,000 tested, 0.25% active; AID 2797;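 active = activation above the mean activation of all tested compounds plus 3 SD, per screening run, cut at about 20% in these data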;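 also: signal is peak over basal fluorescence ratio across a 100 second FLIPR read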
Target sequence (P37288 whole entry, looked up): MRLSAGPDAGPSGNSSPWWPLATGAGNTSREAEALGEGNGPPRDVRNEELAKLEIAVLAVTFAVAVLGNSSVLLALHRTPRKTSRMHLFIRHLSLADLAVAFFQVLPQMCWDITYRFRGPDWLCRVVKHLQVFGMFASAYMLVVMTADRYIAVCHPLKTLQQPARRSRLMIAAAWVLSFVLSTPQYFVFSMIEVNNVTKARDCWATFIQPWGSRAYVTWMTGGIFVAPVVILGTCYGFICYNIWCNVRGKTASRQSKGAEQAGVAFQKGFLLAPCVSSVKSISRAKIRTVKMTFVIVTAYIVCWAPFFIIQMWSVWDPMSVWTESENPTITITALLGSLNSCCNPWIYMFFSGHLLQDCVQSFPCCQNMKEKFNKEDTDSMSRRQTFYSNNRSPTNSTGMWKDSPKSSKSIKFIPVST
OXTR potentiate = potentiators of human oxytocin receptor; P30559; CHO-OTR cells, Fluo-8 calcium fluorescence, potentiator mode; 0% = oxytocin EC15, 100% = EC100; activation, % at 3 µM; 320,000 tested, 0.061% active;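 active = activation above that plate's cutoff, the mean activation of tested compounds plus 3 SD, cut at about 6.6% in these data, passing the limit was not always enough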;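 also: 100% uses oxytocin at 75 nM as the full agonist control; some results filed as inactive read as strong as hits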
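System: human OTR in CHO cells; Also added: sub-maximal oxytocin, roughly EC15; Timing: compound 6 min at room temperature before oxytocin, 100 s read; Technique: Fluo-8 intracellular calcium fluorescence, ex 470-495, em 515-575 nm; Controls: oxytocin EC15 low and EC100 high; Replication: singlicate.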
CHO-K1 Ca antag = M1 antagonist counterscreen hit in parental CHO-K1 cells; inhibition, % at 3 µM; 360,000 tested, 0.6% active; ATP-induced calcium, Fluo-8 fluorescence; AID 602250;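 active = inhibition above a per-plate cutoff, the plate's mean sample inhibition plus 3 SD, cut at about 24% in these data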;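 also: 0% = DMSO plus EC80 ATP and 100% = DMSO alone without ATP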
* = called active by the depositor; . = not tested or not shown. Not a hit list. Share with any hit: about 3.5%.

molecule,V1aR counter,OXTR ag,CHO-K1 Ca antag,OXTR potentiate,CHO parental Ca,M1 PAM parental,CHO-K1 Ca ag,GPR7 antagonist,TAAR1 antag
COc1ccc(CCNC2=C(Cl)C(=O)N(CCc3ccccc3)C2=O)cc1OC,0.7,-1.6,1,-12,-14,14,4.2,-8,74*
Cc1nn(C(=O)c2cccc([N+](=O)[O-])c2)c(C)c1Sc1ccccc1,0.2,-1.9,26*,-15,-4,-8,-0.7,8,9
CSCC(C)N1CCC(n2nccc2NC(=O)CCc2ccccc2)CC1 (stereo not drawn),.,.,2,.,.,-5,-0.1,8,-17
CC(CC(=O)Nc1ccc2c(c1)c(=O)n(C)n2-c1ccccc1)c1ccccc1 (stereo not drawn),.,.,-11,.,.,15,1.3,.,-12
CCC1CCCCN1C(=O)c1ccc(OC)c(OC2CCN(C(C)=O)CC2)c1 (stereo not drawn),.,.,3,.,.,-15,1.1,-12,-18
OC(c1cc(F)cc(Cl)c1)c1ncc(-c2ccccc2C(F)(F)F)[nH]1 (stereo not drawn),.,.,-11,.,.,15,2.5,.,-11
CCN(CCNC(=O)CN1CCN(Cc2ccc(Cl)cc2)C1=O)c1ccccc1,6.9,1.1,-18,-18,8,6,3.5,0,8
CCOc1ccc(-c2cccc(NS(=O)(=O)c3ccccc3[N+](=O)[O-])c2)nn1,-0.7,-1.1,16,-5,-15,7,-0.2,.,-21
Cc1ccc(N2CCN(C(=O)c3nn(C)c4c3CS(=O)(=O)c3ccccc3-4)CC2C)cc1 (stereo not drawn),11,7.4,0,-8,-32,2,7.7,-4,27
COc1cccc(/C=N/c2nc3ccccc3n2C)c1O,1.3,1.0,-9,1,-12,23,0.5,-15,13
O=C(NCCN=C1NS(=O)(=O)c2ccccc21)c1ccccc1,0.0,0.2,-1,0,-4,21,0.2,-9,-4
NC(N)=Nc1nc(-c2ccccc2)c2cc(F)ccc2n1,0.8,0.1,-4,-5,-4,12,-0.1,-6,-29
Cc1ccc(C(C)C)c(OCC(=O)Nc2ccc(Cl)cn2)c1,0.4,-1.6,-3,-20,-38,13,0.0,-22,0
COC(=O)c1ccc(OC(=O)N2CCOCC2)cc1,0.1,0.6,-6,-7,-11,14,1.1,-11,-10
Cc1nnc(NC(=O)NCN2C(=O)C3C4C=CC(C4)C3C2=O)s1 (stereo not drawn),0.8,1.3,-11,1,-12,15,0.1,-9,-3
CCOc1cccc(C2C(C(=O)c3ccc(C)o3)=C(O)C(=O)N2c2nccs2)c1 (stereo not drawn),39*,1.8,3,-14,3,4,1.0,-12,4
O=C(O)/C=C/c1ccc(S(=O)(=O)NCc2cccnc2)cc1,1.0,1.1,5,0,1,-6,-0.5,-2,0
O=C(N/N=C/c1ccc(N2CCOCC2)cc1)c1ccc(NS(=O)(=O)c2cccs2)cc1,0.5,-1.1,-14,-4,10,14,0.6,8,-12
O=C(COC(=O)c1ccc2ncsc2c1)NCc1ccccc1Cl,0.2,-0.2,-20,-10,-15,5,1.9,.,17
CC1CN(c2nc(-c3ccccc3)nnc2-c2ccccc2)CC(C)O1 (stereo not drawn),-0.8,-1.8,-17,-8,-33,16,1.2,-7,10
C[C@H](CO)N1C[C@H](C)[C@@H](CN(C)C(=O)Nc2ccc3c(c2)OCO3)Oc2c(NC(=O)C3CC3)cccc2C1=O,0.2,0.3,0,-6,-9,-4,0.1,.,-9
Cc1ccc(CS(=O)(=O)CCC(=O)NCc2ccccc2Cl)cc1,1.6,-1.3,-18,-7,-13,9,0.9,9,-15
O=C(c1ccc(Br)cc1)c1cc2ccc(O)cc2oc1=O,9.6,3.2,-11,-15,-10,-6,2.7,-1,6
CN(C)S(=O)(=O)c1ccc(N2CCN(S(=O)(=O)c3ccc(F)cc3)CC2)c(Cl)c1,9.6,7.8,3,-13,13,11,5.4,22,12
COc1cc(CC(=O)NCc2ccco2)cc(OC)c1OC,-0.8,-0.9,-8,-13,-3,4,-0.1,-5,-5
N#Cc1ccc(-c2nc3ccc(Br)cn3c2Cc2ccccc2C(F)(F)F)cc1,.,.,8,.,.,9,0.4,.,-33
Cc1cn2c(=O)c(C(=O)N3CCN(c4ccccc4Cl)CC3)cnc2s1,-0.4,-1.0,-1,-3,-17,13,2.3,.,-29
COCCN1Cc2cccc(C(=O)Nc3cc(C)cc(C)c3)c2C1=O,-0.6,-2.6,5,-10,-31,-1,0.7,-9,2
CC(=O)Nc1ccc(NCCc2cccs2)cc1,.,.,12,.,.,2,0.7,.,0
Clc1ccccc1/C=N/Nc1cc(N2CCOCC2)ncn1,.,.,-11,.,.,-2,0.3,-29,-10

Single records (already shown). Screens in order: V1aR counter	OXTR ag	CHO-K1 Ca antag	OXTR potentiate	CHO parental Ca	M1 PAM parental	CHO-K1 Ca ag	GPR7 antagonist	TAAR1 antag
Clc1ccccc1/C=N/Nc1cc(N2CCOCC2)ncn1 is listed with .	.	-11	.	.	-2	0.3	-29	-10
N#Cc1ccc(-c2nc3ccc(Br)cn3c2Cc2ccccc2C(F)(F)F)cc1 is listed with .	.	8	.	.	9	0.4	.	-33
Cc1cn2c(=O)c(C(=O)N3CCN(c4ccccc4Cl)CC3)cnc2s1 is listed with -0.4	-1.0	-1	-3	-17	13	2.3	.	-29
CCOc1cccc(C2C(C(=O)c3ccc(C)o3)=C(O)C(=O)N2c2nccs2)c1 (stereo not drawn) is listed with 39*	1.8	3	-14	3	4	1.0	-12	4
C[C@H](CO)N1C[C@H](C)[C@@H](CN(C)C(=O)Nc2ccc3c(c2)OCO3)Oc2c(NC(=O)C3CC3)cccc2C1=O is listed with 0.2	0.3	0	-6	-9	-4	0.1	.	-9

(continued)
molecule,V1aR counter,OXTR ag,CHO-K1 Ca antag,OXTR potentiate,CHO parental Ca,M1 PAM parental,CHO-K1 Ca ag,GPR7 antagonist,TAAR1 antag
COc1cc(CNC(C)(C)CO)ccc1OCC(=O)NC(C)(C)C,0.8,1.2,0,0,8,12,0.1,-5,5
CS(=O)(=O)N(CC(=O)NCCc1ccccc1)C1CCCCC1,0.3,0.0,-4,-2,-10,10,0.1,5,15
CCN(Cc1ccncc1)C(=O)Cc1cccs1,0.6,0.2,4,-7,-8,-19,0.4,-4,3
CC(C)N(C(=O)Nc1ccc2nccnc2c1)C(C)C,0.4,0.4,1,-16,-6,14,0.5,5,-6
COc1ccc(S(=O)(=O)N(CC(=O)N2CCN(c3ccccc3)CC2)c2ccccc2)cc1,-0.6,0.4,23,-6,-3,-6,-0.3,-2,-7
Cc1cc(Cl)ccc1C(O)c1ncc(-c2cccc(F)c2)[nH]1 (stereo not drawn),.,.,-13,.,.,22,3.7,.,8
CC(C)(C)c1cc(C(=O)N/N=C/c2ccccn2)n[nH]1,-0.4,-1.7,-14,-15,-10,-7,0.5,-8,0
CC(C)CC(CCc1ccccc1)OS(N)(=O)=O (stereo not drawn),-0.3,-1.5,-1,-1,-9,-7,0.0,-9,-5
Cc1ccc(S(=O)(=O)Nc2ccccc2N2CCOCC2)cc1,0.1,-0.5,-4,-5,-11,4,1.2,-28,-13
CCN(CC)c1ccc(NC(=O)CN2CCN(CC(=O)Nc3ccccc3F)CC2)cc1,0.2,-1.2,-1,-2,-20,14,0.3,-18,4
CCOc1ccc(S(=O)(=O)Nc2cccnc2)cc1,6.3,3.0,-1,-6,2,11,2.0,-7,4
NC(=O)NN=C1CCN2CCCc3cccc1c32,.,.,-9,.,.,13,1.2,.,-11
CN(Cc1ccncn1)C(=O)C1CCC(=O)N(Cc2cccc(C(F)(F)F)c2)C1 (stereo not drawn),1.5,1.2,2,-7,-1,4,0.2,-3,-13
COc1ccc(N=C(C)c2sc3ccccc3c2O)cc1,4.5,4.8,-12,-4,4,8,0.4,-2,-15
O=C(NC1CCCCC1)C(c1cccs1)N(Cc1cccs1)C(=O)c1cccs1 (stereo not drawn),1.0,-2.3,5,-11,-13,15,2.6,32*,44
Cc1c(C)n(C)c2ccc(C(=O)NCCCN3CCCCC3C)cc12 (stereo not drawn),-0.2,-0.1,1,-10,-17,-1,-0.7,-5,-29
Cn1c(SCC(=O)Nc2ccc3c(c2)OCCO3)nnc1-c1cccnc1,-1.0,-0.7,-2,-7,0,9,0.3,.,-5
CS(=O)(=O)Nc1cccc(C2=NN(S(=O)(=O)c3ccccc3)C(c3ccco3)C2)c1 (stereo not drawn),1.2,1.4,5,-9,-14,0,0.7,19,0
CCOC(=O)Cc1csc(SCC(=O)NC(C)C23CC4CC(CC(C4)C2)C3)n1 (stereo not drawn),-1.6,-3.0,-8,0,-28,12,0.9,-1,10
N#CC(C(=O)Nc1cccc(Cl)c1)=C1Nc2ccccc2N1,-1.3,-2.3,21,-12,-18,-8,0.5,-11,9
CN1CCN(C(=O)C2=C[C@@H](c3coc4ccccc4c3=O)C[C@@H](OCc3ccc(CO)cc3)O2)CC1,0.8,0.0,-9,-10,-8,15,1.1,-10,14
COc1ccc(CNc2ncnc(N)n2)cc1,0.6,-0.5,10,-13,-9,-8,-0.2,14,-3
CCN(Cc1ccccc1)C(=O)Cn1c(=O)oc2ccccc21,-1.5,-0.6,6,-10,-12,10,-0.4,-9,5
O=C(C1CCN(S(=O)(=O)c2cccc3cccnc23)CC1)N1CCN(c2ccccn2)CC1,-0.3,-1.3,-1,-5,-4,9,1.7,0,30
CC(C)(C)c1cc(NCCCn2ccnc2)n2ncc(-c3ccccc3)c2n1,-1.0,-0.1,-14,0,-16,23,1.6,-11,-25
Cc1cc(N2CCN(c3nc4ccccc4s3)CC2)n2ncnc2n1,10,12,13,-11,28,0,12,15,22
O=C(N[C@@H](Cc1ccccc1)C(=O)O)c1ccncc1,1.4,0.4,-16,8,2,21,1.4,-8,-2
CN(c1ncc(C(F)(F)F)cc1Cl)n1cc(C(=O)O)c2ccccc2c1=O,0.3,-0.3,-1,-8,-3,3,0.2,4,0
CCC1SC(CC)C(=O)N(CC(=O)NC2CCCCC2)C1=O (stereo not drawn),.,.,-8,.,.,8,-0.2,-2,-3

Entries listed so far shown as hits in TAAR1 antag:
SMILES	OXTR potentiate	GPR7 antagonist	TAAR1 antag
COc1ccc(CCNC2=C(Cl)C(=O)N(CCc3ccccc3)C2=O)cc1OC	-12	-8	74*
